# hgDAF-12 ag: activates the H. glycines DAF-12 receptor ligand-binding domain | HEK293 GAL4-hgDAF12 UAS-luciferase reporter, agonist luminescence; normalized to butyrate control | AID 687014 | 370,000 tested, 1.8% active | activation, % at 6.8 µM;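 active = activation above a cutoff set at the mean of all screened compounds plus 3 SD, cut at about 10% in these data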;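 also: 0% = DMSO wells and 100% = sodium butyrate wells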
# PLC-beta3 inh: inhibitors of human phospholipase C beta3 | Q01970 | Purified PLC-beta3, fluorogenic substrate, fluorescence | inhibition, % at 12.2 µM | 370,000 tested, 0.18% active | AID 720704; in the data active = inhibition above about 11%;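 also: 0% = median of compound wells on plate and 100% = full blocker control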
# ADAM17 inh: inhibitors of human ADAM17; AID 720648; inhibition, % at 6.95 µM; recombinant ADAM17, EDANS/DABCYL FRET peptide cleavage; 370,000 tested, 0.83% active; P78536;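 active = inhibition above the mean of compounds lying between control limits plus 3 SD, set per campaign, cut at about 8.5% in these data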;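 also: 0% = DMSO-only wells as the low control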
# DAX1 inh-1: NR0B1 (DAX1) inhibition; inhibition, % at 6.75 µM; 340,000 tested, 0.99% active; AID 504766; P51843; HEK293 Gal4-DAX1 luciferase reporter, luminescence;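 active = inhibition above the mean over all tested compounds plus 3 SD, cut at about 4.2% in these data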;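 also: 0% = DAX1-transfected cells with DMSO and 100% = empty-vector control cells with DMSO; inhibition shows as a rise in luminescence from relieved DAX1 repression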
# PLCg1 inh: PLC-gamma1 (human) inhibition, primary screen | P19174 | purified PLC-gamma1, fluorogenic substrate, fluorescence | inhibition, % at 12.2 µM | 370,000 tested, 0.84% active | AID 720700; in the data active = inhibition above about 9.5%
# Target sequence (P19174 whole entry, looked up): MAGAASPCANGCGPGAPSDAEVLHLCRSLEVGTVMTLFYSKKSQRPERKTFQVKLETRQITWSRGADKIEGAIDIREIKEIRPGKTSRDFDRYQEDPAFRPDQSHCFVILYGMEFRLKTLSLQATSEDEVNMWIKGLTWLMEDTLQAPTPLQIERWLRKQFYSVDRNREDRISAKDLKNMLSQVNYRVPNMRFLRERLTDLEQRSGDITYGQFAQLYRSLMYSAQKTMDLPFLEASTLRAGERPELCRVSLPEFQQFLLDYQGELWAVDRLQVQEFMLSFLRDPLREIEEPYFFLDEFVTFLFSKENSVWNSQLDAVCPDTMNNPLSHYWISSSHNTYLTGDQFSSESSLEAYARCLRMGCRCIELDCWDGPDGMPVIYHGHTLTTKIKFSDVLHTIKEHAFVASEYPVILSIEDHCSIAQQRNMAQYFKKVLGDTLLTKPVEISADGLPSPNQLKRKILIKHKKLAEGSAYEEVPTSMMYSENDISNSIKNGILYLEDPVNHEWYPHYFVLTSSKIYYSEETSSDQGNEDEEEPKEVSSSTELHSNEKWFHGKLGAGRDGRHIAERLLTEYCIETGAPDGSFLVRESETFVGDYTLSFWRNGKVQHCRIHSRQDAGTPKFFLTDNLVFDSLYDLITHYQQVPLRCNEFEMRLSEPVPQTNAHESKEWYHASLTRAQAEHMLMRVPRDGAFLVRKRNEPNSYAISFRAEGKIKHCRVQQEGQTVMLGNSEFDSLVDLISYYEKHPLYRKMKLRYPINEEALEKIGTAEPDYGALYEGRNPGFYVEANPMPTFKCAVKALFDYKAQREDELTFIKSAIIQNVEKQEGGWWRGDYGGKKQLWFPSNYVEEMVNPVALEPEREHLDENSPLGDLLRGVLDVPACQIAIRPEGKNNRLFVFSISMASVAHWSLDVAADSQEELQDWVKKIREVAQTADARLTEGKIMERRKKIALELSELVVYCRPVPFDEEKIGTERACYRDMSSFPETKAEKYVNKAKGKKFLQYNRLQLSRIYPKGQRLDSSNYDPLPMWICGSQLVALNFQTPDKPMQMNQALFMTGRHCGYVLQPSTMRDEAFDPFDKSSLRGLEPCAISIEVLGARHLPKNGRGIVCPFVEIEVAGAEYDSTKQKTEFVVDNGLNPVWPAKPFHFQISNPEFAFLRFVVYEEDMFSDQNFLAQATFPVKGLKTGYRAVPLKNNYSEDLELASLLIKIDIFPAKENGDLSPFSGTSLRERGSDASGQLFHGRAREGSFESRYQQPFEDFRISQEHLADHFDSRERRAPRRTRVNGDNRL
# ADAM10 inh: inhibitors of human ADAM10. O14672. recombinant ADAM10, EDANS/DABCYL FRET peptide cleavage, 3 h. inhibition, % at 7 µM. 370,000 tested, 0.62% active;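 active = inhibition above a per-campaign cutoff equal to the mean of compounds falling between control-based bounds plus 3 SD, cut at about 20% in these data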;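 also: 0% = DMSO wells while the 100% control is not disclosed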
# ssDAF12 agonist: activators of S. stercoralis DAF-12 nuclear receptor; HEK293 ssDAF-12/GRIP1 lit1-tk-luc reporter, luminescence; % of 3 µM dafachronic acid response; activation, % at 6.8 µM; 370,000 tested, 1% active; AID 652126;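 active = activation above the mean over all tested compounds plus 3 SD, cut at about 0.9% in these data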;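 also: 0% = DMSO-only wells and 100% = 3 µM delta7-dafachronic acid wells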
# DAX1 inh-2: DAX1 (NR0B1) inhibition, primary screen | HEK293T StAR-luciferase reporter, SF-1/DAX-1 repression relief | inhibition, % at 6.8 µM | 370,000 tested, 1.1% active | AID 652010;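 active = inhibition above the mean over all tested compounds plus 3 SD, cut at about 3.6% in these data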;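 also: 0% = DAX-1 cells with DMSO and 100% = cells lacking DAX-1 with DMSO; higher inhibition means more luminescence from relief of DAX-1 repression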
# sPLA2-III inh: Inhibits HGIII-sPLA2 liposome hydrolysis, primary screen. Q9NZ20. QFRET BODIPY PC-A2 liposome hydrolysis, fluorescence. inhibition, % at 12.2 µM. 370,000 tested, 0.56% active;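 active = inhibition above mean plus 3 SD of compounds lying within the high and low control bounds, cut at about 19% in these data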;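 also: 0% = median of test compound wells and 100% = no enzyme DMSO wells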
# hcDAF12 agonist: H. contortus DAF-12 activation, primary screen; HEK293 hcDAF-12 lit1-tk-luc reporter, luminescence; 0% DMSO, 100% Δ7-dafachronic acid; activation, % at 6.8 µM; 370,000 tested, 1.4% active;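 active = activation above the mean of all tested compounds plus 3 SD, cut at about 5.5% in these data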;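 also: 100% = response to 3 µM Δ7-dafachronic acid high control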
# FXN GAA850 act: activators of GAA850 frataxin (FXN) promoter; 360,000 tested, 0.56% active; activation, % at 6 µM; HEK293 lucGAA850 FXN promoter luciferase reporter, 24 h; percent of 10 µM SAHA response;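 active = activation above the average of all compounds screened plus 3 SD, cutoff fixed separately per campaign, cut at about 7.5% in these data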;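 also: 0% = DMSO wells and 100% = 10 µM SAHA wells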
# Numbers without * were called inactive; nt = not tested or not shown. Random draw from the library. About 6.9% of those tested had a hit in this group.
SMILES,hgDAF-12 ag,PLC-beta3 inh,ADAM17 inh,DAX1 inh-1,PLCg1 inh,ADAM10 inh,ssDAF12 agonist,DAX1 inh-2,sPLA2-III inh,hcDAF12 agonist,FXN GAA850 act
CC(C)Cn1c(SCC(=O)N2CCc3ccccc3C2)nc(O)cc1=O,1.2,-8.4,-0.5,0.6,-3.5,-1.0,-0.9,0.5,-14.5,-1.3,3.6
Cc1ccc(S(=O)(=O)NCc2ccccn2)cc1C,0.0,-5.9,0.5,1.8,2.0,-5.8,-0.6,0.1,-0.7,1.1,2.5
CCCCCCc1c(O)nc(SCC(=O)O)[nH]c1=O,-0.4,-1.1,-0.8,0.4,-1.1,-6.6,-1.5,0.2,2.7,-0.7,0.9
O=C(O)[C@@H]1CCCN1C(=O)c1ccccc1N1C(=O)[C@@H]2Cc3c([nH]c4ccccc34)C(c3cccc(Cl)c3)N2C1=O (some centres undefined),2.3,-45.6,-18.9,-1.1,-33.6,-64.9,-0.3,1.1,-23.9,8.8*,-0.6
COc1ccc(CN2CCN(Cc3ccc4cc(F)ccc4n3)CC2CCO)c(C)c1C (centres undefined),-2.5,-10.2,-1.9,-1.1,-6.2,6.1,-2.1,-0.6,-2.1,-0.1,-1.3
COc1ccc(C2=NN(c3ccccc3)C(c3ccc(OC)c(OC)c3)C2)cc1 (centres undefined),3.0,-471.4,-112.7,1.2,-364.2,-219.0,-1.3,0.7,1.0,0.4,6.0
CCNc1nc(OC)nc(SCC(N)=O)n1,-2.1,1.0,-1.9,0.8,-0.3,2.6,-0.3,-0.2,-1.3,-0.3,-0.6
CS(=O)(=O)c1ccc(Cl)c(NC(=O)CCCSc2ccccc2)c1,-0.1,-0.9,2.4,-0.2,0.8,2.6,-0.6,0.1,-2.3,-1.2,0.5
Cc1ccc(N=N/C(=C\O)C(=O)c2ccncc2)cc1,-0.8,1.5,-1.6,0.7,1.5,-4.3,-1.2,-0.4,0.1,-1.6,0.7
Cc1ccc(C(=O)N2CCN(c3ccccc3)CC2)cc1S(=O)(=O)N1CCOCC1,-1.3,-6.5,0.7,-0.1,-0.7,-5.3,-1.0,0.2,-1.1,0.7,-0.2
CCOC(=O)c1cnc2scnn2c1=O,1.3,-5.7,-10.3,-0.7,-4.8,-24.1,-1.1,-0.2,10.5,-1.4,-0.9
CCCc1cc2c(=O)c(-c3ccccn3)c(C)oc2cc1O,1.0,-137.7,-53.5,0.5,-106.4,-164.5,-0.9,0.6,13.9,0.5,0.2
Cc1cc(C)c(/C=N/NC(=O)c2nnn(-c3nonc3N)c2CN2CCC(C)CC2)c(C)c1,0.4,-0.9,0.2,0.8,4.1,13.0,-1.1,0.0,-0.4,-0.4,-2.8
CCC(=O)Nc1ccc(C2=Nn3c(nnc3C(C)C)SC2)cc1,-2.0,1.7,0.3,0.1,5.4,4.3,-1.7,-0.3,3.0,-1.1,-1.6
COc1ccc(-c2[nH]ncc2CN2CCN(C(=O)c3cccs3)CC2)c(F)c1,-2.5,-6.8,0.3,-0.1,-1.5,-0.9,-1.6,1.5,-4.6,-0.9,0.0
Cc1ccc(/C=N/NC(=O)Cn2nnc(N)n2)cc1,-0.8,-3.4,1.1,0.2,4.5,8.6,-1.7,0.7,8.9,0.2,0.8
CC1(C(=O)NCCN2CCOCC2)C=CCN1C(=O)c1ccccc1 (centres undefined),3.3,-2.5,-2.8,0.3,-1.7,4.6,-0.6,0.9,9.3,-1.0,0.9
C/C(=N\NC(=O)CNC(=O)c1ccccc1Br)c1ccco1,1.9,-6.2,0.8,1.7,1.4,5.1,-1.3,0.1,-0.6,-1.0,0.2
CCOCCCNC(=O)C1CCCN1C(=O)Nc1ccccc1[N+](=O)[O-] (centres undefined),7.1,-11.5,-3.2,0.6,-0.8,-0.8,-1.3,0.6,12.1,0.8,3.0
Cc1nn(-c2ccc(C(=O)O)cc2)c(=O)c2ccccc12,-1.5,-1.8,-6.7,-1.4,0.4,-6.9,-1.4,-0.4,-0.3,-0.6,-0.6
CCCC(=O)Nc1ccc2c(c1)nc1n2CCOC1,1.2,4.6,0.4,0.7,0.5,-4.1,-1.8,0.4,0.5,1.0,-1.0
O=c1oc2cc(Cl)ccc2n1CSc1nc2ccccc2s1,11.6*,4.4,1.1,2.6,7.0,3.0,0.8,2.7,-4.5,6.5*,4.5
O=C(CN1CCN(c2cccc(Cl)c2)CC1)Nc1ccc([N+](=O)[O-])cc1C(=O)Nc1ccccc1F,-1.7,1.2,-0.4,-0.9,1.6,-1.3,-0.2,0.0,2.7,-1.1,4.4
CCOC(=O)C(NC(=O)c1cccc(Cl)c1)(OCc1ccc(F)cc1)C(F)(F)F (centres undefined),0.7,-0.3,1.6,-1.6,-2.3,-1.8,-1.3,-0.3,-3.2,-0.5,-0.8
CC(C)(C)NCCOCCOc1ccccc1-c1ccccc1,3.3,4.2,2.5,0.3,1.7,-2.9,-1.3,0.6,-3.9,0.6,-1.7
CN1CCN(c2ccc(S(=O)(=O)N3CCOCC3)cc2NC(=O)C2CCCCC2)CC1,-2.8,-13.4,-8.6,-0.1,6.6,-15.3,-1.1,-1.1,11.9,-1.1,-0.4
COCCCn1c(=O)c2sccc2n(Cc2cccc(C)c2)c1=O,-0.7,3.4,-1.6,-1.3,-0.5,3.0,-0.7,0.6,4.5,-1.1,1.3
Fc1ccc(C(c2nnnn2Cc2cccs2)N2CCN(c3ccccc3)CC2)cc1 (centres undefined),-0.9,1.9,-2.6,-0.1,2.6,-4.3,-0.7,0.4,-0.9,0.4,-4.0
O=C(Nc1ccccc1)c1cc(C2CCCN(C(=O)c3cccs3)C2)on1 (centres undefined),14.2*,0.4,0.5,nt,2.6,6.5,-1.1,3.3,1.9,3.5,2.8
CC(C)CNS(=O)(=O)c1ccc2c(c1)OCCO2,0.1,1.2,-3.2,0.5,0.9,-1.0,-1.4,0.3,1.1,-1.1,0.3
CCCOc1nc2c(c(=O)n(C)c(=O)n2C)n1CCC,-0.2,2.8,-1.5,0.5,0.7,0.2,-1.5,0.1,-0.3,0.8,1.2
COc1cccc(CNS(=O)(=O)c2ccc3c(c2)oc(=O)n3C)c1,-1.9,-5.4,0.1,1.1,-0.4,0.2,-0.2,-0.5,-5.3,0.3,0.0
CCOC(=O)[C@]12CCCC=C1N(CCCOC)C(=O)[C@@H]2CC(=O)NCCc1ccccc1OC,-1.5,0.0,4.3,nt,5.9,0.2,-0.5,-0.7,-1.7,-1.8,nt
NC(=O)N/N=C/c1cccc(OCc2ccc(F)cc2)c1,0.4,1.6,1.9,-0.1,2.8,9.0,-1.7,-1.1,0.6,-0.8,2.8
O=S(=O)(c1cc(Cl)ccc1Cl)N1CCCC1,-3.4,-1.6,-2.7,1.7,-1.0,7.4,-1.5,1.4,0.5,-1.6,2.5
Cc1cccc2c1nc(-c1ccccc1)n1nnnc21,1.8,-1.2,-4.2,0.8,-3.8,-1.3,-1.2,-0.1,0.0,0.2,2.9
CCCN(CC(=O)Nc1ccccc1OC)C(=O)c1nc2nc(C)ccn2n1,-0.3,-5.1,0.4,1.1,3.1,-4.1,-1.0,-1.5,5.2,0.8,0.1
COc1cccc(NC(=O)c2ccc3c(c2)N(CC(=O)N2CCOCC2)C(=O)C(C)(C)O3)c1,-0.9,-3.5,0.7,1.2,2.4,-4.0,-0.8,0.1,-1.6,-1.5,0.9
COc1ccccc1N1CCN(C(=O)C(=O)c2c[nH]c3ccccc23)CC1,-0.3,-5.1,-1.0,-0.2,0.8,7.5,-0.3,-0.1,-11.1,2.6,1.1
COC(=O)CCCC1=CC2=CC(=O)C(C)(OC(=O)c3cccs3)C(=O)C2=CN1Cc1ccco1 (centres undefined),-1.0,-17.7,0.7,0.0,-6.8,-9.5,-0.8,-0.4,-5.8,-1.4,1.5

# Random excerpt: 7 compounds from above, in no set order.
SMILES,hgDAF-12 ag,PLC-beta3 inh,ADAM17 inh,DAX1 inh-1,PLCg1 inh,ADAM10 inh,ssDAF12 agonist,DAX1 inh-2,sPLA2-III inh,hcDAF12 agonist,FXN GAA850 act
NC(=O)N/N=C/c1cccc(OCc2ccc(F)cc2)c1,0.4,1.6,1.9,-0.1,2.8,9.0,-1.7,-1.1,0.6,-0.8,2.8
CN1CCN(c2ccc(S(=O)(=O)N3CCOCC3)cc2NC(=O)C2CCCCC2)CC1,-2.8,-13.4,-8.6,-0.1,6.6,-15.3,-1.1,-1.1,11.9,-1.1,-0.4
COCCCn1c(=O)c2sccc2n(Cc2cccc(C)c2)c1=O,-0.7,3.4,-1.6,-1.3,-0.5,3.0,-0.7,0.6,4.5,-1.1,1.3
COc1ccccc1N1CCN(C(=O)C(=O)c2c[nH]c3ccccc23)CC1,-0.3,-5.1,-1.0,-0.2,0.8,7.5,-0.3,-0.1,-11.1,2.6,1.1
COc1cccc(CNS(=O)(=O)c2ccc3c(c2)oc(=O)n3C)c1,-1.9,-5.4,0.1,1.1,-0.4,0.2,-0.2,-0.5,-5.3,0.3,0.0
O=C(Nc1ccccc1)c1cc(C2CCCN(C(=O)c3cccs3)C2)on1 (centres undefined),14.2*,0.4,0.5,nt,2.6,6.5,-1.1,3.3,1.9,3.5,2.8
COc1cccc(NC(=O)c2ccc3c(c2)N(CC(=O)N2CCOCC2)C(=O)C(C)(C)O3)c1,-0.9,-3.5,0.7,1.2,2.4,-4.0,-0.8,0.1,-1.6,-1.5,0.9

# The list goes on:
SMILES,hgDAF-12 ag,PLC-beta3 inh,ADAM17 inh,DAX1 inh-1,PLCg1 inh,ADAM10 inh,ssDAF12 agonist,DAX1 inh-2,sPLA2-III inh,hcDAF12 agonist,FXN GAA850 act
Cc1ccc(S(=O)(=O)N2CCC(C(=O)OCc3ccccc3)CC2)cc1C,1.9,2.5,1.4,0.0,2.0,8.6,-1.0,0.1,-0.6,-1.1,3.4
Cc1ccc(C(=O)Nc2nc(=O)n(C(=O)C3CC3)s2)cc1,0.2,2.9,1.6,0.0,0.3,2.8,-2.0,-0.4,1.3,2.6,1.6
COc1ccc(NC(=O)N(C)C[C@H]2Oc3ccc(NC(=O)NC4CCCCC4)cc3C(=O)N([C@H](C)CO)C[C@@H]2C)cc1,-1.0,-3.7,-0.6,0.3,-2.9,0.1,-0.8,0.5,-5.6,-1.5,0.8
O=C(O)c1ccc(S(=O)(=O)N(Cc2cccs2)CC2CCCO2)cc1 (centres undefined),3.0,-7.1,-3.6,0.4,5.5,11.6,-1.1,0.7,8.9,-1.7,1.4
c1ccc(-c2cn(C[C@H]3CC[C@@H]([C@@H]4CC[C@H](Cn5cc(-c6ccccn6)nn5)O4)O3)nn2)nc1,1.8,-1.5,-1.6,0.5,0.3,-1.3,-1.1,0.2,9.6,-0.4,-0.4
Cc1cc(C)c(C(=O)CSc2nc(C)cc(=O)[nH]2)c(C)c1,-1.0,-6.3,-2.7,-1.9,-7.0,-4.7,-1.2,-0.2,-14.4,-0.3,0.6
CSc1nc(Sc2ccccc2Cl)c2ccccc2n1,-2.1,-11.3,-4.0,-0.9,-8.5,0.3,-0.8,0.5,-0.8,-2.1,0.7
Cc1cccc(-n2nnnc2SCC(=O)NCCN2C(=O)CSC2=O)c1,2.2,-0.2,0.9,0.3,-3.7,3.1,-1.2,-0.1,-11.3,-1.4,0.6
